Screens: PubChem BioAssay, National Center for Advancing Translational Sciences (NCATS)
GCN5L2 inh = blocks human GCN5L2 histone acetyltransferase; Q92830; GCN5L2 HAT assay, ThioGlo1 CoA-SH fluorescence; Potency, µM (doses to about 58.9 µM), for the others: top-dose activity change, negative = inhibition, actives largely listed as inhibitors; 0.21% of 390,000 active; AID 504327
Target sequence (Q92830 whole entry, looked up): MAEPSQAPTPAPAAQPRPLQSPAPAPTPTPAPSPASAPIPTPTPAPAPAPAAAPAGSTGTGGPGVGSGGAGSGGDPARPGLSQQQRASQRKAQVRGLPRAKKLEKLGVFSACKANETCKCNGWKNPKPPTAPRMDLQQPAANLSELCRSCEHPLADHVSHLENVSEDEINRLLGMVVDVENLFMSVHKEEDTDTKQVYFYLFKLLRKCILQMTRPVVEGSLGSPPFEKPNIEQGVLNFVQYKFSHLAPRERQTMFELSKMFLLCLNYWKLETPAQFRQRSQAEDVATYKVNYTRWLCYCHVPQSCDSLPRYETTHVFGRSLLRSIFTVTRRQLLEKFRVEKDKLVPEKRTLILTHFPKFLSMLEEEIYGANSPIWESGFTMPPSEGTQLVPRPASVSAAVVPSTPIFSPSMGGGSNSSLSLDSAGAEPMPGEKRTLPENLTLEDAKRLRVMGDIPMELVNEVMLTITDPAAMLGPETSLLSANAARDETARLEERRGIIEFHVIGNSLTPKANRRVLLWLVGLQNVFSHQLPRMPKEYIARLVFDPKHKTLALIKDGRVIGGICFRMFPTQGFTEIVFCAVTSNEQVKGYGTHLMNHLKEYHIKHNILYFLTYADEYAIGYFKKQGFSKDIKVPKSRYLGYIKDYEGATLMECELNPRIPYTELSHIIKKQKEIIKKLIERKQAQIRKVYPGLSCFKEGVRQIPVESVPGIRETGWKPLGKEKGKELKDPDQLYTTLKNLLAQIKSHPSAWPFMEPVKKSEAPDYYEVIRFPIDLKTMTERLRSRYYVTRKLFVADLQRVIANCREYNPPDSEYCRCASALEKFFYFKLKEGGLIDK
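Free CoA generated was detected with ThioGlo1 (50uM) fluorescence at Ex340nm/Em540nm, read immediately and after 20 min at room temperature. Enzyme, 20 nM in HEPES pH 7.5 buffer, saw compounds 15 min before adding 75uM H3(1-25) peptide and 70uM acetyl-CoA.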
TDP1 cell CPT = DT40-hTDP1 cell growth loss with CPT | chicken DT40 Tdp1-/-;hTDP1 cells + 20 nM CPT, ATP luminescence, 48 h | 12% of 420,000 active | Potency, µM (doses to about 46.2 µM), for the others: at the top dose activity change, negative = growth inhibition, hits mostly inhibitors | AID 686979; further: nearly all actives have a fitted effect of over 55% in size
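Chicken DT40 Tdp1-/- cells stably complemented with human TDP1 were seeded at 400 cells/well in medium containing 20 nM camptothecin, exposed to pin-transferred compounds, and grown at 37 °C for at least 48 hr. Viability was read as ATP luminescence.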
DT40 TDP1 no CPT = qHTS for Inhibitors of human tyrosyl-DNA phosphodiesterase 1 (TDP1): qHTS in cells in absence of CPT; DT40 Tdp1-/- hTDP1 cells, no CPT, ATP luminescence, 48 h; 15% of 420,000 active; AID 686978, 2013; Potency, µM (doses to about 46.2 µM), for the others: at the top dose activity change, negative = growth inhibition, actives largely listed as inhibitors; further: nearly all actives have a fitted effect of over 55% in size
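Stably hTDP1-transfected Tdp1-null chicken DT40 cells were treated with library compounds minus camptothecin and grown for at least 48 hr at 37 °C, after which cellular ATP was quantified by luminescence.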
* = called active by the depositor; ? = inconclusive; · = no result given; & = joins results of further samples; [ ] = remark or other dose. The call rests on the fitted dose curve; in most records, active means well fitted curve in the direction sought with a large enough effect; inconclusive means small, poorly fitted or top-dose-only effect, or another doubt; inactive means no such curve, though single readings can be large; an effect the other way counts as inactive or inconclusive. On the % scale 0 is the no-effect control and ±100 the full control effect; potency means the concentration at half of the fitted maximal effect. Some of the compounds tested; the hit share may differ from the screen's.

Start of the listing, in advance:
SMILES	GCN5L2 inh	TDP1 cell CPT	DT40 TDP1 no CPT
COc1cc(/C=C/C(=O)OCC(=O)NC(=O)NC2CCCCC2)ccc1OC(F)F	-16%	1%	5%
Cc1ccc(NC(=S)NNC(=O)c2ccco2)cc1	-2%	-2%	-4%
COc1ccc(-c2ccc3c(c2)C2CC3CCN2CCC#N)cc1 (stereo unspecified)	·	?	23µM*
C=CCN1C(=O)c2ccc(C(=O)N(C)CC(=O)Nc3cccc(F)c3)cc2C1=O	-2%	-6%	-16%
COc1cc(NC(=O)c2ccc(Br)o2)c(C(=O)O)cc1OC	-8%	-10%	-11%

The listing (from the top)
SMILES	GCN5L2 inh	TDP1 cell CPT	DT40 TDP1 no CPT
COc1cc(/C=C/C(=O)OCC(=O)NC(=O)NC2CCCCC2)ccc1OC(F)F	-16%	1%	5%
Cc1ccc(NC(=S)NNC(=O)c2ccco2)cc1	-2%	-2%	-4%
COc1ccc(-c2ccc3c(c2)C2CC3CCN2CCC#N)cc1 (stereo unspecified)	·	?	23µM*
C=CCN1C(=O)c2ccc(C(=O)N(C)CC(=O)Nc3cccc(F)c3)cc2C1=O	-2%	-6%	-16%
COc1cc(NC(=O)c2ccc(Br)o2)c(C(=O)O)cc1OC	-8%	-10%	-11%
O=C(NNC(=O)c1ccco1)c1ccco1	·	4%	-8%
CCOC(=O)C1=CCN(S(=O)(=O)c2ccccc2C)C1c1cccc(Cl)c1 (stereo unspecified)	·	?	?
C=CCOc1c(Cl)cc(CNn2cn[nH]c2=S)cc1OC	-9%	7%	-2%
COc1ccc(CN2CCOc3ccc(CN4CCN(CCO)CC4)cc3C2)c2ccccc12	·	-4%[9.04 µM]	?
CC(C(=O)N1CC2(C)CC1CC(C)(C)C2)N1C(=O)c2ccccc2C1=O (stereo unspecified)	-2%	-4%	-28%
Cc1nn(C(=O)c2ccco2)c(C)c1Sc1ccc([N+](=O)[O-])cc1	-2%	?	?
O=C(O)c1ccc(CSc2nnnn2C2CCCCC2)cc1	-2%	1%	-11%
Cc1cc(C)nc(SCC(=O)NC2=NC(=O)C(C)S2)n1 (stereo unspecified)	-8%	2%	12%
O=[N+]([O-])/C(C=Nc1ccccc1O)=C\Nc1ccccc1O	5%	8.2µM*	16µM*
O=C(Cc1cccs1)NCCc1cn2ccccc2n1	-5%	1%	14%
Clc1ccc(-c2ccc(/C=N/Nc3cc(N4CCOCC4)nc(N4CCOCC4)n3)o2)cc1	-14%	-93%	16µM*
COc1cc(C(=O)N/C(=C\c2cn(C)c3ccccc23)C(=O)NCCN2CCOCC2)cc(OC)c1OC	-11%	-4%	7%
COc1cccc(NC(=O)/C(C#N)=C/c2c(C)n(Cc3ccccc3)c3ccccc23)c1	-9%	?	?
CN1CCN(C2(CNC(=O)COc3ccc(C(C)(C)C)cc3)CCCCC2)CC1	-5%	?	18µM*
CC(C)NC(=O)CCN1C(=O)c2ccccc2Sc2ncccc21	5%&-8%	-9%&-13%	25%&-2%
CC(=O)c1cc(C(=O)N2CCc3c([nH]c4ccccc34)C2CC(C)C)[nH]n1 (stereo unspecified)	-14%	-7%	-11%
CCc1ccccc1N1C(=O)N(CC(=O)c2ccc(OC)cc2)c2ccccc2S1(=O)=O	-2%	2%	0%
Cc1cccc(C(C(=O)NC2CCCCC2)N(C(=O)c2csnn2)C2CC2)c1 (stereo unspecified)	-4%	-7%	-17%
Cc1cc(NC(=O)CSc2nc(-c3cccnc3)ccc2C#N)no1	-6%	-29%	?
NC(=O)COC(=O)c1cc(=O)[nH]c2ccccc12	0%	-12%	25%
CCCc1cc(=O)n2[nH]c(C)c(-c3ccc(OC)cc3)c2n1	-2%	?	-21%
Cc1cccc(/C(N)=N/OC(=O)CCCN2C(=O)c3ccccc3C2=O)c1	?	-5%	1%
CC(Sc1nc2ccccc2[nH]1)C(=O)NC1CCCCC1C (stereo unspecified)	-4%	-18%	-17%
CCOC(=O)C1CCN(c2cc(=O)n(-c3ccccc3Cl)c(=O)[nH]2)CC1	-1%	-12%	-3%
COC(=O)Cn1ncc(N2CC(C)OC(C)C2)c(Cl)c1=O (stereo unspecified)	-1%	15%	3%
Cc1ccc(NC(=O)Cn2cnc3onc(-c4ccc(F)cc4)c3c2=O)c(Cl)c1	29%	-22%	-27%
CC(C)CN(C(=O)COC(=O)CNC(=O)c1ccc(Cl)cc1)C1CCS(=O)(=O)C1 (stereo unspecified)	-2%	3%	7%
O=C(NCc1ccc2c(c1)OCO2)c1cnc2n(c1=O)CCS2	-10%	-14%	-2%
CN(C)CCCN(C(=O)c1ccc(S(=O)(=O)N2CCOCC2)cc1)c1nc2ccc(F)cc2s1	2%	-6%	-2%
CCn1c(Cc2ccccc2)nnc1SCC(=O)NC(C)(C)C	6%	-24%	-10%
CCCc1ccc(-c2ccc(-c3noc(-c4ccncc4)n3)cc2)nc1	-2%	-6%	?
CCOc1ccc(NC(=O)c2cccc3c2C(=O)N(CCOC)C3)cc1	-5%	-10%	-13%
CCOCCCNCc1ccc(Cl)cc1	2%	4%	-6%
O=C(/C=C/c1ccco1)N(Cc1cccc(Cl)c1)C1CCS(=O)(=O)C1 (stereo unspecified)	-6%	-2%	8%
O=C(O)c1cnn2c(-c3ccc(F)cc3)ccnc12	-6%	26%	-2%
COc1ccc(C(=O)N2C=Cc3ccccc3C2C#N)cc1 (stereo unspecified)	·	0%	-24%
CCN(C(=O)COC(=O)c1cc(S(=O)(=O)N2CCOCC2)ccc1F)C1CCS(=O)(=O)C1 (stereo unspecified)	-4%	10%	6%
Cn1c(C2CCCN2C(=O)OC(C)(C)C)n[nH]c1=S (stereo unspecified)	-7%	-2%	2%
CSCCNC(=O)C1(C)CCN1C(=O)c1sccc1C (stereo unspecified)	·	-5%	2%
COc1ccc(CNCCCC(=O)Nc2c(Cl)ccc(C)c2Cl)cc1OC	-2%	?	?
O=C(Cn1cc(COc2ccc(Cl)c(Cl)c2)nn1)NS(=O)(=O)c1ccccc1OC(F)(F)F	·	5%	-11%
Cc1cccc(C(=O)NCCCNC(=O)c2ccccn2)c1	1%	6%	3%
O=C(Nc1cccnc1)c1ccccc1-c1nc(-c2ccccc2F)no1	0%	?	-28%
Cc1ccc(NC(=O)C2CCCN(S(=O)(=O)c3cccc4cccnc34)C2)cc1Cl (stereo unspecified)	-5%	?	?
CCOc1ccc(C(=O)NNC(=O)C2CC(=O)N(c3ccc(C)cc3)C2)cc1 (stereo unspecified)	2%	-11%	-4%
O=C(Nc1nc2ccccc2[nH]1)Nc1ccccc1F	-2%	-11%	?
CCNC(=O)CN1C(=O)NC2(CCOc3ccccc32)C1=O (stereo unspecified)	1%	13%	-6%
Cc1c(CC(=O)NCCCC(=O)O)c(=O)oc2c(C)c3oc4c(c3cc12)CCCC4	-12%	2%	-26%
Cc1ccccc1C(=O)Nc1cc(S(=O)(=O)N2CCCCC2)ccc1N1CCN(C)CC1	1%	-10%	-44%
CCCCCCCCCCCCCCCC[n+]1ccc(C(N)=O)cc1	-12%	4.6µM*	2.9µM*
COc1cc(OC)cc(C(=O)Nc2ncn[nH]2)c1	5%	4%	20%
COc1ccc(NC(=O)NN2CCOCC2)cc1OC	-11%	10%	-4%
CC(C)Oc1ccc(CNC(=O)c2ccc(NC(=O)c3nsc4ccccc34)cc2)cc1	-16%	21µM*	18µM*
CC(O)[C@H]1CC[C@H]2[C@@H]3CC[C@H]4C[C@H](O)CC[C@]4(C)[C@H]3[C@H](O)C[C@]12C (stereo partly specified)	-15%	-34%	-13%
NS(=O)(=O)c1cccn1-c1ncc(C(F)(F)F)cc1Cl	-11%	-21%	-13%

Two entries picked at random from those above:
SMILES	GCN5L2 inh	TDP1 cell CPT	DT40 TDP1 no CPT
Cc1cc(C)nc(SCC(=O)NC2=NC(=O)C(C)S2)n1 (stereo unspecified)	-8%	2%	12%
COC(=O)Cn1ncc(N2CC(C)OC(C)C2)c(Cl)c1=O (stereo unspecified)	-1%	15%	3%

(next part)
SMILES	GCN5L2 inh	TDP1 cell CPT	DT40 TDP1 no CPT
CC(=O)Nc1ccc(N2CCOCC2)c(S(=O)(=O)Nc2ccccc2Cl)c1	·	-13%	-20%
COc1cc(COc2ccc3c(C)c(Cc4ccccc4)c(=O)oc3c2)cc(OC)c1OC	-15%	?	?
CSc1ccccc1NC(=O)CN(C)CC(=O)Nc1c(F)cccc1F	-6%	-19%	-28%
Cc1ccc(SCC(=O)NNC(=O)CCS(=O)(=O)c2ccccc2)cc1	0%	1%	5%
COc1cc(C(=O)Nc2ccc(Cl)c([N+](=O)[O-])c2)cc(OC)c1OC	-8%	-4%	-20%
O=C(O)c1csc(N/N=C/c2ccc(Br)cc2)n1	-13%	5%	1%
CC(=O)Nc1ccc(C(=O)CS(=O)(=O)c2ccc(C)cc2)cc1	-10%	-21%	-22%
CC(C)C[C@H](NC(=O)c1[nH]cnc1C(=O)Nc1ccc(Cl)cc1)C(=O)OC(C)(C)C	-6%	?	?
COc1ccc(OC)c(NC(=O)CCN2CC(C)OC(C)C2)c1 (stereo unspecified)	2%	-2%	-2%
C=CCSC1=Nc2cc(OC)c(OC)cc2C2=NC(=O)CN12	-8%	?	10µM*
COc1ccccc1CNC(=O)C1COc2ccccc2O1 (stereo unspecified)	0%	-15%	?
Cc1nc(-c2ccc(S(=O)(=O)NCc3ccccc3Cl)cc2)co1	0%	?	?
CCOC(=O)N1C/C(=C\c2ccccc2)C(=O)/C(=C/c2ccccc2)C1	-2%	4.6µM*	3.7µM*
O=C(Cc1ccccc1)NC1CCN(C(=O)c2ccc([N+](=O)[O-])cc2)CC1	-18%	-2%	-13%
FC(F)(F)c1ccccc1-c1cncnc1-n1ccnc1	0%	3%	13%
CC(C)C(NC(=O)c1ccccc1)C(=O)NCc1ccccn1 (stereo unspecified)	-4%	2%	2%
Cc1ccnc(NC(=O)CCC(=O)N(CC(=O)NC(C)(C)C)c2ccc3c(c2)OCO3)c1	1%	6%	-8%
CC(C)N(C(=O)COC(=O)c1cccnc1Cl)c1ccccc1	1%	10%	-22%
COc1ccccc1N1CCN(c2ccc(S(=O)(=O)N3CCN(C)CC3)cn2)CC1	1%	-28%	?
CCC(=O)N1C(=O)CCN(C(C)=O)c2ccccc21	-1%	2%	-2%
CN1CCCN(Cc2ccccc2Br)CC1	-11%	5%	-7%
COc1ccccc1N1CCN(C(=S)NC(=O)c2ccc([N+](=O)[O-])cc2)CC1	·	21µM*	21µM*
O=C(N1CCCCCC1)N1CCN(S(=O)(=O)N2CCOCC2)CC1	-10%	-16%	2%
COc1ccc(CCNC(=O)c2ccc3c(c2)OCCO3)cc1	1%	4%	22%

5 structures already listed, sorted by SMILES length, low to high:
SMILES	GCN5L2 inh	TDP1 cell CPT	DT40 TDP1 no CPT
FC(F)(F)c1ccccc1-c1cncnc1-n1ccnc1	0%	3%	13%
CCC(=O)N1C(=O)CCN(C(C)=O)c2ccccc21	-1%	2%	-2%
CC(C)C(NC(=O)c1ccccc1)C(=O)NCc1ccccn1 (stereo unspecified)	-4%	2%	2%
CCOC(=O)N1C/C(=C\c2ccccc2)C(=O)/C(=C/c2ccccc2)C1	-2%	4.6µM*	3.7µM*
COc1ccccc1N1CCN(c2ccc(S(=O)(=O)N3CCN(C)CC3)cn2)CC1	1%	-28%	?

Continuation:
SMILES	GCN5L2 inh	TDP1 cell CPT	DT40 TDP1 no CPT
COCCCNC(=O)COc1ccc(Br)cc1Cl	3%	-5%	-2%
O=C/C(=C\Nc1ccc(Cl)cn1)c1nc2ccccc2o1	-11%	?	?
CCN1C(=O)[C@@H]2[C@@H](c3ccc(-c4ccc(OC)cc4)cc3)N3CCC[C@@]3(C(=O)OC)[C@@H]2C1=O	-1%	?	21µM*
CC1CCCc2sc3nc(NCc4ccco4)n4ncnc4c3c21 (stereo unspecified)	-10%	-22%	?
CCc1ccc(N2C=C(C(=O)OC)C(c3ccc(OC)cc3)C(C#N)=C2N)cc1 (stereo unspecified)	·	?	-82%
CC(/C=N/NC(=O)c1cnccn1)=C\c1ccco1	-4%	5%	?
